GALK inh – inhibitors of human galactokinase; P51570; Purified GALK, Kinase-Glo residual ATP luminescence; Potency, µM (doses to about 57.5 µM), for inactives: at the top dose activity change, negative = inhibition, usual class: inhibitors; 0.007% of 270,000 active; AID 1868; note: potency is the fitted concentration of half-maximal effect; % is set by controls: 0 for no effect and ±100 for the full control effect
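The enzyme phosphorylates galactose (100 uM) using ATP (35 uM); inhibition is detected as higher residual ATP, quantified by bioluminescence after 1 h reaction at room temperature, pH 8.0.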
TSHR antagonist – blocks TSH signaling through the human TSH receptor; P16473; TSHR-expressing cells, TSH-stimulated cAMP HTRF, 2 h; hits give low values; activity change, negative = inhibition, % at 11.5 µM; 0.2% of 330,000 active; AID 504810;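 active = activity change below a set negative limit, meaning inhibition stronger than a set level, cut at about -70% in these data; inconclusive = activity change between two set negative limits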; note: % is set by controls: 0 for no effect and ±100 for the full control effect
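Antagonism was scored as loss of TSH-driven cAMP in TSHR cells, stimulated with 4nM TSH (EC80) for 2 hours at 37 deg C and detected by homogeneous HTRF competition immunoassay.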
BCR signal inh – blocks chronic active B-cell receptor signaling | ABC-DLBCL IkBa-CBG/CBR reporter, luminescence ratio, 4 h | Potency, µM (titrated, usually from 46.1 µM), for the others: top-dose ratio change, negative = lower green/red ratio, usual class: inhibitors | 0.05% of 340,000 active | AID 493014; active = well fitted inhibition curve with a large enough effect in the signal ratio, with a control signal flat, not every such curve was filed as active; inconclusive = small, poorly fitted or top-dose-only effect, or effect the other way, or a change in a side signal; the % refers to the signal ratio;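 note: potency is the fitted concentration of half-maximal effect; plate controls were basal doxycycline-induced cells for no effect and cells given 10 µM MG132 for full effect; MG132 reads +100%, hits lower the ratio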
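Doxycycline induced both beetle luciferases in TMD8 lymphoma cells; IKK-driven degradation limits the IkappaBalpha-fused green signal, while red luminescence normalises for cell number and nonspecific effects. Compounds tested up to 46 uM, 4 hrs.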
S-ASM inh – inhibitors of human secretory acid sphingomyelinase; P17405; placental ASM, HMU-PC fluorogenic substrate, 60 min; Potency, µM (highest dose often 57.5 µM), inactives show at the highest dose activity change, negative = inhibition, most hits filed as inhibitors; 0.006% of 340,000 active; AID 504937; note: potency is the fitted concentration of half-maximal effect
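Human placenta-derived ASM enzyme was preincubated with compound for 10 minutes at room temperature, then given fluorogenic substrate HMU-PC0 (9 uM final) for 60 minutes at 37 °C; a pH 10 stop preceded fluorescence reading at Ex 386/Em 447 nm.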
KCNH2 WT inh – blocks the wildtype human KCNH2 potassium channel; 0.37% of 340,000 active; U2OS, BacMam KCNH2, thallium flux FluxOr; hits give low values; activity change, % at 1.84 µM; Q12809; AID 720551;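 active = maximum activity change below -70%; inconclusive = maximum activity change between -70% and -50%; inactive = maximum activity change above -50%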; note: % is set by controls: 0 for no effect and ±100 for the full control effect
Target sequence (Q12809 whole entry, looked up): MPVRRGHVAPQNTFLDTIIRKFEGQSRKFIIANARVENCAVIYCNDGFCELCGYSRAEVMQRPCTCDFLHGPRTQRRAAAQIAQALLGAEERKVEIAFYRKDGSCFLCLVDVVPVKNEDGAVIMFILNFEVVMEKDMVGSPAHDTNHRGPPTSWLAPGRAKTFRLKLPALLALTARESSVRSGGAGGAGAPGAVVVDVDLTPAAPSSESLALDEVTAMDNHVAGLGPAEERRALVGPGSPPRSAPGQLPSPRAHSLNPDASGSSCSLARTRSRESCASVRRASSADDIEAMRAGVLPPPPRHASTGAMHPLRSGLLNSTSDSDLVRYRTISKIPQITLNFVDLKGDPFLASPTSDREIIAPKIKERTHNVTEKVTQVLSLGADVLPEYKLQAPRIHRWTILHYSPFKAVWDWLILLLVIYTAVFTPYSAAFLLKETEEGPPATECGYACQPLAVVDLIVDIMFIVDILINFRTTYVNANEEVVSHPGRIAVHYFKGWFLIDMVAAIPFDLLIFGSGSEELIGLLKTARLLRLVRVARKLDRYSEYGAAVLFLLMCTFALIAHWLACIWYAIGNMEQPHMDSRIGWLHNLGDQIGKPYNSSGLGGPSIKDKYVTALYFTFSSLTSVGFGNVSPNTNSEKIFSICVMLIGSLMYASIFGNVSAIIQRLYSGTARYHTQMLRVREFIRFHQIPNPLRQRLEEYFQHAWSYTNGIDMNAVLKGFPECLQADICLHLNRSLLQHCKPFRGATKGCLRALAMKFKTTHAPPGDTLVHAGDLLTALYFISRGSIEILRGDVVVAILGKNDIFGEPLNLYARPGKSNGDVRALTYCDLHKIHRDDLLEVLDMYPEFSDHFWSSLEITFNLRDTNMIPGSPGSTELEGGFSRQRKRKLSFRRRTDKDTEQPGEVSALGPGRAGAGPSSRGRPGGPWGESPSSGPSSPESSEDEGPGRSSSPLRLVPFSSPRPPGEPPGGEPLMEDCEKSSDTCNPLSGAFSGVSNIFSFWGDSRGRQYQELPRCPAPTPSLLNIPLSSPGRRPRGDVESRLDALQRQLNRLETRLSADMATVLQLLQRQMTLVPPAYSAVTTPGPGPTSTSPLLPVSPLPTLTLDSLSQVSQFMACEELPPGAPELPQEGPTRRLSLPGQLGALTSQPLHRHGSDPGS
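U2OS cells were transduced with wild-type KCNH2 virus (2.03 x 10^8 / mL) for 4 h at room temperature, then cultured overnight at 37 C. Thallium flux was read with FluxOr dye. Rate constants were normalized to DMSO controls.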
Mito fusion yeast – mitochondrial division inhibition or fusion activation. S. cerevisiae fusion-defective mutant growth rescue, CellTiterGlo 48 h. Potency, µM (doses to about 46.1 µM), inactives show at the top dose growth rescue (activation), actives largely listed as activators. 0.23% of 320,000 active. AID 485298;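 note: potency is the fitted concentration of half-maximal effect; % of control where 0% means no effect; nearly all actives have a fitted effect of over 45% in size; temperature-sensitive fusion mutants such as fzo1-1 at 37 °C on non-fermentable ethanol glycerol medium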
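Read-out: ATP-based luminescence (CellTiterGlo, 10 min ambient) reporting growth of fusion-defective ts yeast after 48 hours at 37C on glycerol/ethanol YPEG medium in the presence of compound.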
USP2a block – inhibitors of human ubiquitin-specific protease USP2a | O75604 | USP2 core, Ub-CHOP2 coupled fluorogenic reporter, 485/531 | Potency, µM (titrated, usually from 38.3 µM), inactives show at the highest dose activity change, negative = inhibition, usual class: inhibitors | 0.01% of 330,000 active | AID 463254;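 note: potency is the fitted concentration of half-maximal effect; plate controls were DMSO wells for no effect and full inhibition by NEM control for full effect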
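Cell-free coupled assay: 10nM USP2 core preincubated 30min RT with compound in Tris-HCl pH 8.0/CaCl2/CHAPS buffer, then 25nM Ub-CHOP2 and 25nM reporter substrate; fluorescence (Ex 485/Em 531) read after 60min RT, normalized to NEM inhibition, concentration-response curves fitted.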
Eya2 inh – inhibitors of human Eya2 phosphatase activity; O00167; recombinant Eya2, OMFP fluorescence dephosphorylation (OMFP is methylfluorescein phosphate); Potency, µM (series often up to 76.9 µM), for the others: at the highest dose activity, negative = inhibition, hits mostly inhibitors; 0.006% of 330,000 active; AID 488837; note: potency is the fitted concentration of half-maximal effect; % is set by controls: 0 for no effect and ±100 for the full control effect
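Eya2 (0.2 uM) preincubated 10 min at ambient with compound, then OMFP substrate added at 50 uM; 10 min reaction in 50 mM HEPES pH 7.5, 50 mM NaCl, 5 uM MgCl2, 0.05% BSA, 1 mM DTT. Fluorescence read at Ex 485/Em 525 nm.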
Menin MLL FP TR – inhibitors of human menin-MLL interaction, mutant MLL peptide | Potency, µM (series often up to 61.6 µM), inactives show top-dose FP activity change, negative = inhibition, actives largely listed as inhibitors | Menin + Texas Red MLL mutant peptide, fluorescence polarization | AID 1768 | 0.23% of 270,000 active | O00255; active = well fitted inhibition curve with a large enough effect in the polarisation, with a control signal flat, not every such curve was filed as active; inconclusive = small, poorly fitted or top-dose-only effect, or effect the other way, or a change in a side signal; inactive = no such curve, though single readings can be large or run the other way; the % refers to the polarisation; note: potency is the fitted concentration of half-maximal effect; % of control where 0% means no effect; many of its hits are not listed in these tables
MBNL1 CUG block – blocks human MBNL1 binding to CUG repeat RNA | Q9NR56 | TR-FRET MBNL1-His/biotin-(CUG)12 binding, 665/545 ratio | Potency, µM (series often up to 57.5 µM), inactives show top-dose activity change, negative = inhibition, hits mostly inhibitors | 0.036% of 280,000 active | AID 2675; active = well fitted inhibition curve with a large enough effect in the signal ratio, with a control signal flat, not every such curve was filed as active; inconclusive = small, poorly fitted or top-dose-only effect, or effect the other way, or a change in a side signal; inactive = no such curve, though single readings can be large or run the other way; the % refers to the signal ratio; note: potency is the fitted concentration of half-maximal effect; % is set by controls: 0 for no effect and ±100 for the full control effect
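Compound titration spanned 92 nM–58 uM against the MBNL1-His/biotin-(CUG)12 complex. After 60 min at room temperature with 5 nM streptavidin-XL665 and 0.055 ng/ul terbium anti-His, ratiometric 665/545 nm emission (Ex 340 nm) normalized to controls.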
PKM2 act – PKM2 (human) enzyme activation. P14618. purified PKM2, Kinase-Glo ATP luminescence, activation; response scale: 0% is enzyme alone, no compound. Potency, µM (series often up to 57.5 µM), for the others: top-dose activation, most hits filed as activators. 0.34% of 260,000 active; note: potency is the fitted concentration of half-maximal effect; % is set by controls: 0 for no effect and ±100 for the full control effect; nearly all actives have a fitted effect of over 55% in size
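Purified hPK-M2 (>95% pure) converted ADP (0.1 mM final) to ATP with 0.5 mM PEP in 50 mM imidazole pH7.2, KCl, MgCl2, Tween 20, BSA; 1 h at room temperature. ATP detected by Kinase-Glo luminescence.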
An asterisk follows results filed as active; i = inactive; ? = inconclusive; nt = no result given; & = joins results of further samples; [ ] = dose if it differs, or a comment. Unless noted, calls come from the whole dose curve; as a rule, active = well fitted curve in the direction sought with a large enough effect; inconclusive = small, poorly fitted or top-dose-only effect, or another doubt; inactive = no such curve, though single readings can be large; an effect the other way counts as inactive or inconclusive.

SMILES	GALK inh	TSHR antagonist	BCR signal inh	S-ASM inh	KCNH2 WT inh	Mito fusion yeast	USP2a block	Eya2 inh	Menin MLL FP TR	MBNL1 CUG block	PKM2 act
COc1ccc(NC(=O)c2cccc(-n3cnnn3)c2)cc1	3%	-7	1%	-2%	-12	1%	-8%	-7%	-2%	-4%	0%
CC(C)(C)N(Cc1ccccc1)C(=O)COC(=O)c1ccc(Br)o1	nt	-6	?	-4%	-1	19%	-2%	-4%	nt	nt	nt
O=C1C2=C(C(=O)c3ccccc31)C1O[C@](CCCCN3C(=O)c4ccccc4C3=O)(Cc3ccccc31)O2	nt	nt	?	nt	nt	-4%[9.22 µM]	1%[7.66 µM]	-3%[15.4 µM]	?	15%[11.5 µM]	-1%[11.5 µM]
CCn1cc(C(=O)N2CCc3ccccc32)c(=O)c2cc(S(=O)(=O)N3CCCCCC3)ccc21	1%	-13	4%	-2%	16	1%	-10%	11%	-4%	0%	-3%
CCOC(=O)c1cc(NC(=O)c2ccc(Cl)cc2)c(=O)oc1-c1ccccc1	0%	20	1%	-1%	-15	-15%	2%	4%	-12%	-2%	4%
C/C(=N/NC(=O)Cc1cccs1)c1ccco1	1%	7	?	5%	-3	-8%	6%	-3%	-3%	2%	0%
CCN(CC)c1ccc(C(=O)OCC(=O)N2CCN(c3ccccc3)CC2)cc1	0%	39	7%	-1%	13	10%	2%	4%	-28%	-14%	-1%
COc1ccc(S(=O)(=O)Nc2ccc3oc(C)c(C(C)=O)c3c2)cc1	0%	-9	?	-4%	-5	2%	-8%	-3%	4%	-2%	-3%
COc1ccc(NC(=O)[C@H](NC(=O)[C@@H]2Cc3ccccc3CN2)c2ccccc2)cc1	2%	-2	-1%	4%	7	0%	1%	0%	nt	-5%	nt
CN(C)c1nc(NCc2ccccc2)nc(N/N=C/c2ccc(Cl)cc2Cl)n1	-2%	-3	8%	-12%	-15	-10%	-1%	10%	nt	-1%	0%
CC(=O)c1cccc(OCC(=O)N2CCN(c3ccc(C(F)(F)F)cn3)CC2)c1	-2%	-4	0%	-7%	-15	-3%	-1%	-26%	-14%	nt	-1%
C[C@]12CCC(=O)C[C@@H]1CC[C@@H]1[C@@H]2CC[C@]2(C)C=CC[C@@H]12	-2%	6	3%	-1%	-8	2%	0%	-4%	-3%&-10%	-2%	-13%
CCOc1cc(/C=N/NC(=O)CCn2nc(C)cc2C)ccc1O	0%	16	-22%	58%[activator]	-9	-4%	1%	2%	nt	5%	1%
CCOC(=O)C1(CCOc2ccccc2)CCN(Cc2cccn2-c2ncccn2)CC1	0%	5	2%	1%	-90*	-5%	1%	-11%	?	-18%	-1%
COc1cc(C(=O)OCC(=O)NC2CCCCCC2)ccc1OCC(C)C	nt	-15	-6%	1%	-3	5%	0%	11%	nt	nt	nt
Cc1ccc(CN2CCN(c3cccc4[nH]ccc34)CC2)cc1	-1%	-11	?	0%	41	12%	1%	11%	13%	-9%	nt
CCOC(=O)C1(CCCc2ccccc2)CCN(C(=O)Cn2nc(C)nc2C)CC1	-1%	-4	-3%	3%	-1	-1%	6%	?	nt	4%	1%
Cc1c(Cl)c(C(=O)NNC(=S)Nc2ccc(F)cc2)nn1C	1%	-4	?	0%	-3	4%	4%	-3%	16%	-1%	4%
Cc1ccc(CCNC(=O)c2nnn(-c3cc(C)cc(C)c3)c2N)cc1	1%	-4	?	-12%	-11	11%	-1%	-16%	17%	-5%	-12%
Cn1c(=O)n(CCCOc2ccc(Cl)cc2)c2ccccc21	0%	-16	?	-2%	6	21%	-1%	1%	?	1%	1%
Cn1nc([N+](=O)[O-])nc1S(C)(=O)=O	-3%	26	?	-4%	-5	-3%	3%	5%	-2%	?	1%
O=C(CCNc1ccc(Cc2ccncc2)cc1)c1cccc([N+](=O)[O-])c1	1%	-5	?	6%	3	-6%	7%	-25%	-2%	?	3%
OC(COCc1cccs1)CN1CCN(c2cccc(Cl)c2)CC1 (configuration not stated)	1%	10	-10%	3%	31	?	-2%	-4%	-24%	1%	-5%
COc1ccc(S(=O)(=O)Nc2nnc(C)s2)cc1	-3%	8	8%	1%	-5	8%	3%	12%	-4%	-20%	?
Cc1ccc(CSCc2nnc(SCC(=O)N3CCN(c4ccccc4)CC3)n2C)cc1	0%	-14	-21%	0%	20	8%	4%	9%	?	-3%	7%
COc1ccc(S(=O)(=O)N2CCC(C(=O)NCc3ccccn3)CC2)cc1Cl	0%	0	?	-2%	5	1%	3%	6%	8%	-1%	26%
O=C(Nc1ccc(Br)cc1)c1cccc(S(=O)(=O)Nc2ccccn2)c1	-3%	-15	?	-1%	-191*	0%	-1%	-13%	nt	-8%	0%
O=C(CCN1C(=O)/C(=C/c2ccccc2)SC1=S)NCCc1ccc(O)cc1	-6%	18	?	0%	-5	-2%	0%	5%	nt	12%	nt
O=C(CN(C(=O)CCC(=O)Nc1nccs1)c1ccc2c(c1)OCCO2)NCc1ccco1	2%	-8	5%	1%	-7	1%	-1%	12%	-28%	1%	4%
CC(C)Nc1oc(-c2cccc3ccccc23)nc1C#N	6%	2	?	i	3	11%	2%	-10%	?	-1%	-3%
O=C(CSc1cccc(C(F)(F)F)c1)NCc1ccccc1	0%	5	0%	2%	-2	10%	-2%	-11%	-5%	nt	-1%
COc1cc(-c2nc3c[n+](CC(=O)c4ccccc4)ccc3n2C)cc(OC)c1OC	1%	2	-2%	-1%	-3	-1%	2%	0%	-10%	nt	-8%
O=S(=O)(c1ccccc1)N1CCN=C1SCc1c(F)cccc1Cl	-5%	-11	?	-1%	1	-10%	-1%	4%	24%	-3%	5%
O=C(NCc1ccc(-n2cccc2)cc1)c1cccc(F)c1	2%	5	?	-11%	-3	9%	4%	-11%	?	-4%	nt
COc1cc(CNC2CCCC2)cc(Cl)c1OCc1ccc(F)cc1	-1%	10	?	-1%	-19	7%	0%	1%	2%	-10%	1%
CN(C)c1cccc(C(=O)OCC(=O)NCC2CCCO2)c1 (configuration not stated)	2%	-8	-10%	6%	-2	4%	-2%	0%	-18%	1%	10%
O=C(/C(=C(\[O-])c1ccccc1)[n+]1ccc2ccccc2c1)c1ccccc1	0%	8	0%	-1%	7	-5%	3%	1%	-4%	17%	7%
COc1ccccc1N1CCN(C(=O)c2ccc(COc3cccc4c3OC(C)(C)C4)cc2)CC1	nt	15	8%	-2%	29	10%	-8%	-30%	nt	nt	nt
O=C1CN(CC(=O)NC2CCCc3ccccc32)CCN1 (configuration not stated)	-1%	3	0%	4%	-8	5%	3%	11%	-23%	-5%	nt
Cc1ccc(CNC(=O)c2cnccn2)cc1	2%	-1	-1%	3%	0	-6%	0%	8%	8%	nt	9%
COc1ccc2[nH]c(=O)c(CN(Cc3cccs3)C(=S)NCC3CCCO3)cc2c1 (configuration not stated)	-2%	0	-12%	38%[activator]	-4	3%	6%	-5%	nt	-18%	-3%
O=C(CN1C(=O)c2ccccc2S1(=O)=O)NCc1c(F)cccc1F	nt	10	-4%	0%	-1	1%	4%	13%	nt	nt	nt
Cc1ccc(C(=O)NCCCNC(=O)Cc2ccc(Cl)cc2)cn1	nt	-12	4%	2%	-11	1%	-1%	-13%	nt	nt	nt
Cc1ccnc(NC(=O)CCCc2ccccc2)c1	0%	-4	5%	3%	2	2%	-1%	3%	0%	?	-13%
Cc1cc(C(=O)Nn2c(-c3ccc(Br)cc3)nc3ccccc3c2=O)ccc1[N+](=O)[O-]	1%	34	11%	-13%	i	0%	5%	-2%	?	nt	2%
Cn1ccnc1SCc1ccc(Cl)cc1Cl	-2%	6	2%	0%	-24	-18%	-4%	-17%	-4%	-16%	-9%
CCNC(=S)Nc1cccc(Cl)c1C	-3%	1	-8%	8%	5	-8%	0%	4%	7%	5%	4%
CCN(CC)CC1C(=O)N(c2ccc(OC)cc2)C1c1ccccc1 (configuration not stated)	3%	1	0%	14%	3	17%	-1%	-2%	-29%	-10%	nt

Only part of the results is shown (hit frequency here may not be typical).
